# mIAP act = mouse IAP activation. activation factor at 10 µM. 0.24% of 330,000 active. muIAP, CDP-Star luminescence, 30 min; active compounds read high; 1 = vehicle-only enzyme signal, 0 = enzyme-free wells. AID 2805;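 active means activation factor of at least 2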; further: the source names both 10 and 20 µM as test concentration; values of inactives mirror those of a sister screen read the other way
#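 System: Mouse IAP enzyme | Also added: CDP-Star substrate | Dosing: Compounds dispensed in DMSO | Schedule: 30 min enzyme-substrate-compound incubation at room temperature | Technique: Chemiluminescence readout | Control set: DMSO-only wells and no-enzyme negative control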
# hIAP block = blocks human intestinal alkaline phosphatase | P09923 | purified IAP, CDP-Star luminescence, 30 min | inhibition, % at 10 µM | 0.12% of 330,000 active;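 active means inhibition reaching a set limit with compound at 10 µM in the primary screen, cut at about 35% in these data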;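 further: plate controls were DMSO wells with enzyme for no effect and no-enzyme buffer wells for full effect; values of inactives mirror those of a sister screen read the other way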
# Target sequence (P09923 whole entry, looked up): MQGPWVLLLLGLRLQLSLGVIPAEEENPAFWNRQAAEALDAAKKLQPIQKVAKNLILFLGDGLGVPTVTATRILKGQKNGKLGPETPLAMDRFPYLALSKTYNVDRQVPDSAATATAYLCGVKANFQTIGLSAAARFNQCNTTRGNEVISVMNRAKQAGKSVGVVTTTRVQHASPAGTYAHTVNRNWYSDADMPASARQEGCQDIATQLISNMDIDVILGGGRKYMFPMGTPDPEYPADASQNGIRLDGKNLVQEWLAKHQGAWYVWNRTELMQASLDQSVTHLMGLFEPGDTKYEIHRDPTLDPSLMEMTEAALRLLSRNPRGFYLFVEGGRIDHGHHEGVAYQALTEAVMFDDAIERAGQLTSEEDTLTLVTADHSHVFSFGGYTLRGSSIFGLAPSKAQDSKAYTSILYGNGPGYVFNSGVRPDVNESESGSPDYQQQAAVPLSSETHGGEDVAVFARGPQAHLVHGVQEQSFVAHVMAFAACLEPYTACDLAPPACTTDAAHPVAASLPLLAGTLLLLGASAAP
# PfG6PD inh = PfG6PD (Plasmodium falciparum) enzyme inhibition; PfGluPho enzyme, NADPH resazurin-diaphorase fluorescence; 0.78% of 350,000 active; inhibition, % at 20 µM;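 active means inhibition reaching at least a set limit at 20 µM in the primary screen, cut at about 59% in these data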;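 further: 0% = DMSO wells with substrate and 100% = DMSO wells lacking glucose-6-phosphate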
# HKDC1 inh = blocks human hexokinase HKDC1 activity; inhibition, % at 20 µM; Q2TB90; 0.16% of 340,000 active; recombinant HKDC1, G6PDH/diaphorase resazurin coupled fluorescence;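 active means inhibition above about 35% when tested at 20 µM, limit read from the data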;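 further: plate controls were DMSO wells with enzyme for no effect and DMSO wells lacking enzyme for full effect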
#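 Incubation: 90 min at room temperature in dark / Material: recombinant HKDC1 (HK5) hexokinase enzyme, produced in-house / Quantity: enzyme 5 µg/mL final / Compound: one dose of 20 µM, 1% DMSO / Reagent: glucose and ATP substrates / Buffer or medium: Tris pH 8.0 buffer with MgCl2, Tween-20, BSA, BME / Technique: resorufin fluorescence at 613 nm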
# ATG4B inh = ATG4B (human) cysteine protease inhibition. ATG4B cleavage of LC3-PLA2, NBD-HPC fluorescence, 1 h. inhibition, % at 8.33 µM. Q9Y4P1. 0.51% of 340,000 active. AID 504462; in the data active means inhibition above about 40%
# hIAP act = human IAP activation | P09923 | purified human IAP, CDP-Star luminescence, 30 min; active compounds read high; 1 = vehicle-only enzyme, 0 = enzyme-free background | activation factor at 10 µM | 0.16% of 330,000 active;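 active means activation factor of the enzyme at least 2-fold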; further: the source names both 10 and 20 µM as test concentration; values of inactives mirror those of a sister screen read the other way
# mIAP inh = mouse IAP inhibition | AID 2806 | purified mouse IAP, CDP-Star luminescence, 30 min | inhibition, % at 10 µM | 0.2% of 330,000 active;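 active means inhibition of at least 40% at 10 µM in the primary screen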;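 further: plate controls were DMSO with enzyme for no effect and no enzyme wells for full effect; values of inactives mirror those of a sister screen read the other way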
# A3A deaminase = inhibitors of human APOBEC3A DNA deaminase; recombinant A3A, FAM/TAMRA ssDNA deamination fluorescence; inhibition, % at 20 µM; 0.41% of 330,000 active; AID 493011;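 active means at least 40% inhibition at 20 µM here, with at most 30% in a related deaminase screen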;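 further: plate controls were A3A with DMSO for no effect and wells lacking A3A enzyme for full effect; some results filed as inactive read as strong as hits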
# Target sequence (P31941 whole entry, looked up): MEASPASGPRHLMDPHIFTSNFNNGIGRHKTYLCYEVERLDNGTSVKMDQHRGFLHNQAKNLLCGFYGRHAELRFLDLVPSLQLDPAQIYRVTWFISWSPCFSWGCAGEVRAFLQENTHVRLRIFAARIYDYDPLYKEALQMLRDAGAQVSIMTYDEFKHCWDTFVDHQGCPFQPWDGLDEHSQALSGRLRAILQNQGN
# The depositor's hits bear a star.
item	mIAP act	hIAP block	PfG6PD inh	HKDC1 inh	ATG4B inh	hIAP act	mIAP inh	A3A deaminase	molecule
1	1.1	-18	-15	4	13	1.2	-7	0	CCC(=O)N1CCc2cc(S(=O)(=O)N3CCN(c4cc(C)ccc4C)CC3)ccc21
2	0.99	2	5	0	17	0.98	1	-3	CON(C)C(=O)CC1(CN(Cc2ccccc2)C(=O)OC(C)(C)C)CCCCC1
3	1	12	24	-2	-1	0.88	-3	-3	Cc1cc(C)cc(NC(=O)C2CCCN(c3ncccn3)C2)c1 (configuration not stated)
4	0.67	2	5	4	-2	0.97	33	1	Cc1ccc(C(=O)NN2CCOCC2)cc1[N+](=O)[O-]
5	0.98	4	-26	5	3	0.96	2	1	CCOC(=O)c1sc(NS(=O)(=O)c2cc(C)ccc2C)nc1C
6	0.85	1	13	-3	-3	0.99	15	0	CC(C)OC(=O)CSc1nc(Cc2cccs2)nc2ccccc12
7	0.99	-27	9	-7	1	1.3	1	6	CCCCN1C(=O)C(=O)N(CC(=O)c2ccc[nH]2)C1=O
8	0.93	7	-4	4	-11	0.93	7	2	CC(C)(C)c1cc(C(=O)NN)n(Cc2ccc(F)cc2)n1
9	0.99	-5	-19	-7	-3	1.1	1	-5	Cc1ccc(N(CC(=O)NC(C)C)C(=O)CCC(=O)Nc2ccccn2)cc1
10	1	-7	3	-11	-3	1.1	-1	-4	CC(Oc1ccc(Cl)cc1)C(=O)Nc1ncccn1 (configuration not stated)
11	1.1	-20	-2	-2	10	1.2	-14	3	CCC1CCc2sc(C(=O)N3CCCN(C)CC3)cc2C1 (configuration not stated)
12	0.92	-3	5	-6	-5	1	8	-3	COc1ccc(/C=C/C(=O)Oc2ccc(C)c(C)c2)cc1OC
13	1	13	13	-3	-9	0.87	-1	12	CC(C(=O)Nc1ccc(Cl)cc1)N1C(=O)NC2(CCCC2)C1=O (configuration not stated)
14	0.88	7	16	1	-12	0.93	12	1	O=C(CNS(=O)(=O)c1cccc(Cl)c1)OCc1csc(-c2ccccc2)n1
15	0.92	9	-3	10	-5	0.91	8	-5	CCOC(=O)c1sc(C)c2c1NC(C)(c1cccs1)NC2=O (configuration not stated)
16	1.1	0	2	-8	-6	1	-9	1	CC(=O)Nc1ccc(S(=O)(=O)N2CCN(C(=O)c3ncoc3-c3cccc(F)c3)CC2)cc1
17	0.92	11	-22	-9	1	0.89	8	-2	CC(Sc1nnc(NC(=O)c2cc3ccccc3oc2=O)s1)c1ccccc1 (configuration not stated)
18	0.88	-6	14	-10	-12	1.1	12	-2	COc1ccc(-n2nc([N+](=O)[O-])c(=NC3CCN(Cc4ccccc4)CC3)n2O)cc1
19	0.77	3	-24	-3	2	0.97	23	-2	COc1cc(/C=N/NC(=O)c2cc(C)oc2C)cc(OC)c1OC
20	0.96	-28	4	7	-8	1.3	4	-5	COc1ccccc1N1CCN(C(=O)c2cccc(N3C(=O)C4C5C=CC(C5)C4C3=O)c2)CC1 (configuration not stated)
21	1	-35	-9	0	-1	1.4	-4	-4	COc1ccccc1N1CCN(Cc2cc(=O)c(OCC(=O)Nc3ccccc3)co2)CC1
22	0.88	11	2	3	-7	0.89	12	3	COc1ccc(C(=O)CCC(=O)Nc2cccnc2)cc1
23	0.83	5	4	0	2	0.95	17	-3	CCOC(=O)Cn1c(-c2ccccc2)nc2ccccc2c1=O
24	1.1	-4	-13	0	2	1	-11	3	O=C(NCC1CCCO1)c1ccc(Cl)c(S(=O)(=O)N2CCOCC2)c1 (configuration not stated)
25	0.71	5	-2	2	5	0.95	29	-16	O=c1[nH]c2cc(Br)cnc2nc1/C=C(\O)c1ccc(F)cc1

# (list continues)
item	mIAP act	hIAP block	PfG6PD inh	HKDC1 inh	ATG4B inh	hIAP act	mIAP inh	A3A deaminase	molecule
26	0.93	9	-4	-1	-5	0.91	7	-2	CN(Cc1ccccc1)C(=O)C1CCN(S(C)(=O)=O)CC1
27	0.97	0	2	-1	6	1	3	2	Cc1cccc(OCCSc2nc3ccccc3n2CCC(=O)O)c1
28	1	-10	-6	-4	-9	1.1	-1	-2	Cc1ccc(NS(=O)(=O)c2ccc3c(c2)oc(=O)n3C)cc1
29	1.2	-3	3	3	-5	1	-16	-7	CN(C(=S)NCCN1CCOCC1)C(c1ccccc1)c1ccccc1
30	0.97	15	-3	-14	-4	0.85	3	-1	Cc1cc(C)cc(N(CC(=O)NCc2cccnc2)S(C)(=O)=O)c1
31	1.1	9	1	-5	-7	0.91	-11	4	Cc1nn(C)cc1S(=O)(=O)Nc1ccc(F)c(F)c1
32	1.8	-6	24	-9	7	1.1	-76	-4	CNC(=S)/N=C/NOCc1ccc(Cl)cc1Cl
33	1	0	11	-3	-8	1	-3	0	COc1ccc(-c2cc(CCCC(=O)NCCc3cc(OC)ccc3OC)no2)cc1
34	1	6	-8	-7	-9	0.94	0	-1	COCCCNC(=O)c1cc(C(=O)c2ccccc2Br)c[nH]1
35	0.95	5	3	0	1	0.95	4	-2	O=C(C1CCN(S(=O)(=O)c2cccs2)CC1)N1CCN(c2ccccc2)CC1
36	1.2	-6	-3	3	-15	1.1	-19	0	NC(=O)[C@H](Cc1cc2ccccc2s1)NC(=O)[C@@H]1CC2(CC(c3cccc(NC(=O)[C@@H]4CCC(=O)N4)c3)=NO2)CN1C(=O)c1ccccc1 (some centres not stated)
37	1	2	19	-10	-7	0.97	0	5	CN(C(=O)COC(=O)c1ccc(Br)c(S(=O)(=O)N2CCOCC2)c1)C1CCCCC1
38	0.89	17	1	-1	-12	0.83	11	-3	CCc1nnc(NC(=O)CSc2nnc3c(n2)[nH]c2ccccc23)s1
39	0.97	4	4	0	-6	0.96	3	14	O=C(CN1CCN(C(=O)c2cccc(S(=O)(=O)N3CCCC3)c2)CC1)Nc1cccc(F)c1
40	0.91	-8	-11	-6	-3	1.1	9	-5	CC(=O)C1=C(O)C(=O)N(CCCn2ccnc2)C1c1ccc(Cl)cc1 (configuration not stated)
41	0.98	4	-13	0	4	0.96	2	-3	COC(OC)c1ccc(C#N)c(SCc2ccccc2)n1
42	1	-10	-5	-1	-1	1.1	-1	1	COc1ccc(NC(=O)COc2coc(CN3CCc4ccccc43)cc2=O)cc1
43	1	-2	-11	-4	-3	1	-3	2	Cc1ccc(Cn2ncc3c(NCCN(C)C)ncnc32)cc1
44	1	4	-6	-6	6	0.96	-3	0	Cc1ccc(S(=O)(=O)N2CCN(CC(=O)N/N=C/c3ccco3)CC2)cc1
45	0.96	-4	4	-8	-4	1	4	-1	CC(C)(C)c1cc[n+](-c2nc([O-])sc2C=O)cc1
46	1	-2	0	-5	-1	1	-4	-1	O=C(CN1CCN(c2ccc(Cl)cc2)CC1)Nc1cccc(F)c1
47	0.97	-2	0	4	-14	1	3	-1	CCC(C)(C)n1nnnc1C(c1ccc(O)cc1)N1CCc2ccccc2C1 (configuration not stated)
48	1	5	2	-1	1	0.95	-2	-2	O=C(NCc1ccccn1)Nc1ccc(F)c(Cl)c1
49	1	-6	-20	-8	4	1.1	-3	-1	O=C(O)COc1ccccc1O
50	0.93	0	11	-4	-3	1	7	0	CC(C(=O)O)c1ccc(CC2CCCC2=O)cc1 (configuration not stated)

# More records follow:
item	mIAP act	hIAP block	PfG6PD inh	HKDC1 inh	ATG4B inh	hIAP act	mIAP inh	A3A deaminase	molecule
51	1	-5	24	-10	4	1.1	-1	4	COc1cccc(NCc2cc(=O)oc3cc(C)c(O)cc23)c1
52	1	2	-23	2	1	0.97	-3	-5	CCNC(=O)n1cc(-n2cncn2)c(-c2ccccc2)n1
53	0.93	0	15	5	2	1	7	-3	CN(c1ccc(F)cc1)S(=O)(=O)c1ccc(Cl)c(C(=O)NCC(c2ccco2)N2CCCCC2)c1 (configuration not stated)
54	1	-32	0	-5	2	1.3	-2	-3	CCn1cc(CN2CCC(n3nccc3NC(=O)c3ccccc3C)CC2)c(C)n1
55	1.2	-8	-14	-1	6	1.1	-16	-7	O=C(Cn1cncn1)NCCCc1ccccc1
56	0.96	8	-37	-11	-1	0.92	4	-1	Cc1nc2c(C(=O)O)cnn2c(C)c1Cc1ccccc1F
57	0.98	-5	-4	3	10	1.1	2	3	CCC(C)(C)NC(=O)C(c1ccc(F)cc1)N(Cc1ccco1)C(=O)c1snc(C(N)=O)c1N (configuration not stated)
58	0.98	4	9	-3	-5	0.96	2	-4	COc1ccc2cc(C(C)C(=O)NC3CCC(O)CC3)ccc2c1 (configuration not stated)
59	1.1	-11	-1	-1	0	1.1	-9	7	O=C(Cn1c(=O)oc2cc(S(=O)(=O)N3CCCCCC3)ccc21)NC1CCCCC1
60	1.1	26	14	-5	-6	0.74	-11	2	COc1ccc(-c2cc(C(F)(F)F)nc(SCC(=O)N3CCOCC3)n2)cc1OC
61	0.93	-10	-11	-2	11	1.1	7	4	O=C1OC(c2ccc(F)cc2)=N/C1=C\c1ccc(Br)o1
62	0.92	-55	26	-9	-1	1.5	8	1	Cc1ccc(NC(=O)c2cccc(OC(F)F)c2)c(OC(F)F)c1
63	1	-9	-3	-3	-11	1.1	-3	0	O=C(Nc1ccc(S(=O)(=O)Nc2ncccn2)cc1)c1ccc(Cl)c([N+](=O)[O-])c1
64	1.1	-22	5	-7	-7	1.2	-11	4	CCOC(=O)c1[nH]ncc1CN1CCN(Cc2ccccc2)C(CCO)C1 (configuration not stated)
65	1.1	5	-19	1	-11	0.95	-8	1	COc1ccc(-c2nc3ncccc3o2)cc1NC(=O)c1cccs1
66	0.93	-7	0	-3	0	1.1	7	1	CCC(CC)C(=O)Nc1ccccc1NC(C)=O
67	1	-12	9	0	7	1.1	-5	-4	O=S(=O)(NCCCc1ccccc1)c1cccc2nsnc12
68	1	30	-2	-1	-1	0.7	-1	1	Cc1cc(=O)[nH]c(N/N=C/CCc2ccccc2)n1
69	0.92	12	2	2	-8	0.88	8	-2	COC(=O)c1ccc2c(c1)N(C)S(=O)(=O)c1cnc(SCC(=O)C(C)(C)C)nc1-2
70	0.9	9	-28	7	16	0.91	10	-1	O=C1Nc2ccccc2Oc2cc([N+](=O)[O-])cc(Oc3ccccc3)c21
71	0.97	-4	72*	-7	2	1	2	1	O=C(Nc1ccc(SC(F)F)cc1)C12CCC(CC1)C2
72	1.1	-31	3	-4	4	1.3	-14	3	N#Cc1c(N)nc2c(c1N)CC(=O)N2c1ccccc1-c1ccccc1
73	0.97	-15	31	7	10	1.2	3	3	CN(CCOC(=O)c1ccccc1)Cc1ccccc1
74	1	-5	-14	-6	5	1	-2	-1	Cc1cc(C)cc(NC(=S)N2CCC(NC(=O)C3CC3)CC2)c1
75	1.1	-10	-2	-2	-8	1.1	-10	1	Cn1c2cc(Br)sc2c2cnn(Cc3c(F)cccc3Cl)c(=O)c21
76	1	14	-4	-3	2	0.86	0	2	CC1(c2ccc(Cl)cc2)NC(=O)N(CC(=O)Nc2ccc(F)cc2)C1=O (configuration not stated)
77	0.84	5	8	0	1	0.95	16	-2	CCc1cccc(Nc2cc(C)nc3nc(C)nn23)c1
